# RTF Ca sens inh = cardiac RTF calcium sensitivity inhibitors, primary screen, biochemical, IANBD-TnC fluorescence, EC70 calcium. Troponin I, cardiac muscle (Homo sapiens) + Troponin T, cardiac muscle (Homo sapiens) + …. IANBD-labeled cardiac RTF, Ca2+ fluorescence. inhibition, % at 7.15 µM. hit rate 0.12% among 340,000;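 active = inhibition above the mean inhibition of all tested compounds plus 3 SD, cut at about 17% in these data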;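 also: assay run at fixed EC70 calcium of 1.6 mM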
# Arrestin-AP2 inh = inhibitors of beta-arrestin/AP2 binding, primary screen, biochemical, GPCR trafficking, flow cytometry | beta-arrestin 1 C-terminal peptide binding to AP2 beta2-adaptin appendage (human) | FITC-arrestin peptide / GST-AP2 beads; AP2 beta2 appendage carries R879A mutation | inhibition, % at 10 µM | hit rate 0.31% among 340,000 | AID 504490, 2011;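 active = inhibition above a set limit, near 3 SD of compounds lacking own fluorescence, cut at about 54% in these data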;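 also: plate controls were DMSO wells for no effect and 5 µM unlabelled arrestin peptide for full effect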
#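 test system = AP2 appendage R879A on GSH beads | buffer or medium = PBS plus Tween 20 (0.05%) and BSA (0.1%) | incubation = 12 min plus 1 h, RT | detection = bead flow cytometry, FITC channel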
# SR-BI DiI-HDL act = activators of SR-BI mediated DiI-HDL uptake, primary screen, ldlA[mSR-BI] CHO cells, DiI fluorescence | hit rate 0.096% among 320,000 | activation, % at 12.5 µM | 3 h; 100 = double the neutral-control signal;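 active = mean replicate activation of at least 60% and every replicate at or above 60%; inconclusive = mean or all-replicate condition met, but not both; inactive = mean below 60% and not all replicates reaching 60%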;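 also: 0% = median plate neutral-control signal and 100% = twice that signal; values of inactives mirror those of a sister screen read the other way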
#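 Assay system: LDL receptor-deficient CHO ldlA cells overexpressing murine SR-BI / Medium: BSA-supplemented, HEPES-buffered Ham's F12, pH 7.4 / Probe or stimulus: DiI-labelled HDL at 10 µg/mL final / Timing: compound with DiI-HDL co-incubation, 3 h at 37 °C / Technique: bottom-read cell fluorescence after medium removal, ex 550/em 595 nm / Measure: HDL uptake via cellular fluorescence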
# C-LANA FP = inhibitors of KSHV C-LANA binding to DNA, primary screen, biochemical, fluorescence polarization, FAM-LBS DNA, MBP-C-LANA, single point | hit rate 0.078% among 340,000 | inhibition, % at 9 µM | Kaposi's sarcoma herpesvirus LANA C-terminal domain (residues 932-1162) DNA binding | AID 504423, 2011;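 active = highest replicate inhibition at or above 60% at 9 µM, even if other replicates fall short; inactive = all replicates below 60% inhibition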;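 also: 0% = neutral control wells and 100% = 4 µM acridine orange control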
# SR-BI HDL uptake = inhibitors of SR-BI mediated HDL lipid uptake, primary screen, ldlA[mSR-BI] cells, fluorescence, single point. ldlA[mSR-BI] CHO cells, DiI-HDL uptake fluorescence, 3 h. inhibition, % at 12.5 µM. hit rate 0.96% among 320,000. AID 488896, 2010;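 active = mean replicate inhibition of at least 70% and a set share of replicates each scoring 70 or more; inconclusive = meets just one of the two criteria; inactive = fails both criteria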;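 also: 0% = median of neutral control wells and 100% = median of positive control wells; values of inactives mirror those of a sister screen read the other way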
# Target sequence (Q61009 whole entry, looked up): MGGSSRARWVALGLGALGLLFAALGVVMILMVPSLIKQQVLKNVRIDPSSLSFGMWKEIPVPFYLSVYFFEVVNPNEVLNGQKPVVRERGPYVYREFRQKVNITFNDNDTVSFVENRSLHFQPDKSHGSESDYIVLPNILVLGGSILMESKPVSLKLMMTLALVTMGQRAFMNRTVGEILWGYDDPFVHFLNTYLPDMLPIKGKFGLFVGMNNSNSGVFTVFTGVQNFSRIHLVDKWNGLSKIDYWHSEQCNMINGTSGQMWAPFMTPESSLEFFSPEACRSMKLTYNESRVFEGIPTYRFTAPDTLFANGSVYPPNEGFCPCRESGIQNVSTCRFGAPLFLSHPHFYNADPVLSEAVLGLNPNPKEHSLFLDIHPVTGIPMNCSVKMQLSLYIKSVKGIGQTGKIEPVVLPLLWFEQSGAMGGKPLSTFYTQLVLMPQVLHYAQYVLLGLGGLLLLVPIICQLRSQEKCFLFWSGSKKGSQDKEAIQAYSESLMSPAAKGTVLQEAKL
# NSD2 inh = NSD2 histone methyltransferase inhibitors, primary screen, biochemical, AlphaScreen, single concentration, set 2; Histone-lysine N-methyltransferase NSD2 (Homo sapiens), O96028; NSD2 peptide methylation, 120 min; inhibition, % at 12.5 µM; hit rate 0.54% among 310,000; in the data active = inhibition above about 50%
# DAGLB inh = DAGLB lipase inhibitors, primary screen, biochemical, fluorescence, HTS; Diacylglycerol lipase-beta (Homo sapiens), Q8NCG7; HEK293T DAGLB membrane lysate, EnzChek fluorogenic substrate; hit rate 0.059% among 340,000; inhibition, % at 5.17 µM; in the data active = inhibition above about 34%;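 also: 0% = enzyme with vehicle and 100% = wells lacking enzyme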
# PKA-R2B act = activators of PKA-R2B holoenzyme, primary screen, biochemical, fluorescence polarization, Cy5-IP20, human. cAMP-dependent protein kinase catalytic subunit beta (Homo sapiens) + cAMP-dependent …. PKA-R2B holoenzyme dissociation; R2B truncated from residue 108, S112A mutant; 0% DMSO only, 100% 113 µM cGMP. activation, % at 11.4 µM. hit rate 0.079% among 340,000;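 active = activation above a cutoff set at the mean over all compounds plus 3 SD, cut at about 18% in these data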;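 also: higher means more holoenzyme dissociation and a rise in polarization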
# Keap1-Nrf2 PPI = Keap1-Nrf2 protein-protein interaction inhibitors, primary screen, biochemical, fluorescence polarization, single point | Kelch-like ECH-associated protein 1 (Homo sapiens), Q14145 | Keap1 Kelch-Nrf2 peptide fluorescence polarization, 1536-well | inhibition, % at 9.4 µM | hit rate 0.15% among 340,000 | AID 504523, 2011; in the data active = inhibition above about 12%; inconclusive = no clear call, values can overlap the other calls; inactive = below about 7.3%;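 also: human Keap1 Kelch domain with fluorescein labeled Nrf2 9mer peptide probe; 0% = neutral control wells and 100% = peptide positive control; higher means more block of Keap1 binding to Nrf2 peptide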
# Target sequence (Q14145 whole entry, looked up, the tested form may be a part): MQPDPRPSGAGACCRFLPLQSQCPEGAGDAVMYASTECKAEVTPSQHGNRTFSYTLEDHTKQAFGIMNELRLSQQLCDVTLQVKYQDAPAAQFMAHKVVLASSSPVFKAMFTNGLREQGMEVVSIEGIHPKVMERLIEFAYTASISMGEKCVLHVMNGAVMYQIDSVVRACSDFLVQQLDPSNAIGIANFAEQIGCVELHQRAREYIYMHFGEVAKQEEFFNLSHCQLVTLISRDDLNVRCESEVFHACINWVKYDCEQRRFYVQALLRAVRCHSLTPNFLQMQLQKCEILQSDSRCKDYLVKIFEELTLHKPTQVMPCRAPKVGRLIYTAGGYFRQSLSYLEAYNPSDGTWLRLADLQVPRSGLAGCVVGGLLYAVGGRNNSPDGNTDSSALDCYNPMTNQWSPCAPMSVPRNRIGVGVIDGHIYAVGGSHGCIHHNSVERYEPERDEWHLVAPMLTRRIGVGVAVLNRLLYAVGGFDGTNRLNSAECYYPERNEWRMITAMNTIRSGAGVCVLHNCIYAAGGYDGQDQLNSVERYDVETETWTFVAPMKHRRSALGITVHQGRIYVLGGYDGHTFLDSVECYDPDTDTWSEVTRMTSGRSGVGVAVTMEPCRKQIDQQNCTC
# PvdQ inh = P. aeruginosa PvdQ acylase inhibitors, primary screen, biochemical, fluorescence, plate reader and imaging, single point; purified PvdQ acylase; inhibition, % at 10 µM; hit rate 0.063% among 340,000; AID 488965, 2010; in the data active = inhibition above about 30%, passing the limit was not always enough; inconclusive = no clear call, values can overlap the other calls;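 also: 0% = vehicle neutral wells and 100% = reference inhibitor wells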
# The depositor's hits bear a star; ? = inconclusive; · = no result given.
SMILES,RTF Ca sens inh,Arrestin-AP2 inh,SR-BI DiI-HDL act,C-LANA FP,SR-BI HDL uptake,NSD2 inh,DAGLB inh,PKA-R2B act,Keap1-Nrf2 PPI,PvdQ inh
O=C(C1CCC1)N1CCN(c2ccc(Cl)cc2)CC1,-3,31,-11,-0.3,11,-4,-2,0,1,36*
COc1ccc(NS(=O)(=O)c2cccc(NC(=O)COc3ccccc3[N+](=O)[O-])c2)cc1,-8,1,-28,0.1,28,-1,-1,-7,-3,-17
O=C(Nc1ccc(-c2nc3ccccc3o2)cc1)c1cccnc1,4,-2,·,-0.1,·,1,-1,1,-3,-10
O=C(/C=C/c1ccco1)Nc1ccc(S(=O)(=O)N2CCOCC2)cc1,-12,18,14,-0.4,-14,4,2,2,-2,-8
O=C(NCCSc1ncc(-c2ccccc2)[nH]1)c1ccco1,-1,0,13,-0.6,-13,3,0,-6,1,-9
CCN(CC(=O)Nc1c(F)cccc1F)C(=O)CCCc1cccs1,-1,5,-2,0.6,2,2,-4,-5,-8,21
CSC(C1CCCC1)n1nnc2ccccc21 (centres undefined),-18,3,26,-0.1,-26,·,-3,-5,-4,-8
O=C(c1ccc2c(=O)n(Cc3ccc(Cl)cc3)c(=S)[nH]c2c1)N1CCCC1,9,18,1,-0.7,-1,1,-3,-8,-3,-1
O=[N+]([O-])c1cnc(N2CCCCC2)c([N+](=O)[O-])c1,3,10,5,-3.4,-5,10,-4,-9,-1,14
CC(=O)Nc1ccc(NC(=O)C(C)OC(=O)CSc2ccc(Br)cc2C)cc1 (centres undefined),-6,17,-4,0.9,4,-2,3,-10,1,-8
Cc1nn(C(C)C(=O)NCCN2CCCC2)c(=O)c2c1sc1ccccc12 (centres undefined),-8,0,20,-1.1,-20,1,1,-1,-3,-15
COc1cc2c(cc1NC(=O)c1cc(-c3ccncc3)nc3ccc(C)cc13)oc1ccccc12,0,-5,-54,-0.1,54,2,0,-5,-4,-11
COc1cccc(NC(=O)CN2C(=O)CSc3nc(C)cc(C)c32)c1,-5,14,-6,-0.9,6,·,2,-2,-2,-8
Cc1ccc(NC(=O)COC(=O)[C@@H]2CC(O)CN2S(=O)(=O)c2ccc3c(c2)OCCO3)cc1 (some centres undefined),0,23,-14,1.5,14,-2,0,-4,0,-5
COC(=O)c1ccc2c(c1)NC(=O)c1ccccc1S2,-19,0,12,1.2,-12,6,0,8,2,-15
CCC(C)(C)n1nnnc1C(c1ccc2ncccc2c1)N1CCCCCC1 (centres undefined),-8,-1,·,-1.5,·,0,0,-10,-1,-12
COc1ccccc1N(CC(=O)Nc1c(C)n(C)n(-c2ccccc2)c1=O)S(=O)(=O)c1ccccc1,4,7,12,-2.6,-12,·,1,-11,-3,6
Cc1cc(C)nc(/N=C(\N)Nc2ccc(C(C)C)cc2)n1,-5,39,-10,-0.2,10,-5,-1,-6,-2,-3
COC(=O)c1ccccc1NC(=O)[C@@H]1CCC(=O)N1C1OC(=O)c2c1ccc(OC)c2OC (some centres undefined),-6,25,10,-3.7,-10,·,1,1,0,-9
Cc1cc(C(=O)NNCc2ccccc2)no1,8,1,-12,-2.1,12,·,1,10,-8,-7
COc1ccc(-c2nn(CCC#N)cc2C(=O)Nc2cccc(C(=O)O)c2)cc1OC,-9,-9,27,-1.0,-27,-2,0,6,-2,-12
CC(C)(CO)NCC#Cc1ccccc1,-4,-4,-6,-0.4,6,-1,-3,3,1,-1
COCCOC(=O)C1=C(C)NC2=C(C(=O)CCC2)C1c1ccc(N(C)C)cc1 (centres undefined),-10,10,·,1.6,·,5,1,0,-2,-3
O=C(c1cccs1)N1CCN(c2ncc(C(F)(F)F)cc2Cl)CC1,-3,5,-12,-2.0,12,-4,-6,8,-2,-5
Cc1ccc(C(C(=O)NC2CCCC2)N(C(=O)Cc2cccs2)c2ccc(C)c(C)c2)o1 (centres undefined),5,4,22,1.3,-22,-3,-11,0,-1,-6
# Further records.
SMILES,RTF Ca sens inh,Arrestin-AP2 inh,SR-BI DiI-HDL act,C-LANA FP,SR-BI HDL uptake,NSD2 inh,DAGLB inh,PKA-R2B act,Keap1-Nrf2 PPI,PvdQ inh
CC(=O)c1ccc(N2CCN(S(=O)(=O)c3ccccc3)CC2)c(F)c1,-8,5,-15,-0.7,15,-1,-2,0,-4,-11
O=C(/C=C/c1ccc(Br)o1)NCCCN1CCOCC1,-1,-5,14,-0.3,-14,16,0,-2,0,1
Cc1ccc(NS(=O)(=O)c2cc(C(=O)NCc3ccccn3)ccc2Cl)cc1C,-31,13,3,-0.5,-3,2,1,0,4,-6
CN(C(=O)CSc1nnc(C(F)(F)F)n1N)C1CCS(=O)(=O)C1 (centres undefined),-5,3,-2,-0.7,2,-2,1,0,2,-1
O=C(NCc1ccncc1)c1cc(C(=O)C2CCCCC2)c[nH]1,0,-3,12,0.5,-12,-3,-1,-10,-2,-9
O=C(CN1CCN(c2ccccc2)CC1)Nc1ccccc1Cl,2,-2,9,0.1,-9,-1,-9,1,-5,-1
O=S(=O)(Nc1cccc(-c2ccc3nncn3n2)c1)c1ccccc1F,-14,4,11,0.6,-11,-2,1,-9,-6,4
O=C(c1ccc([N+](=O)[O-])s1)N1CCc2ccccc21,-2,-6,-6,-1.8,6,-2,2,6,-3,-15
CN(CC(=O)NC1CCCCCC1)S(=O)(=O)c1ccc(F)cc1,-6,-14,8,0.0,-8,-2,-1,-7,-4,-15
Cc1[nH]nc(Sc2ccccn2)c1[N+](=O)[O-],-15,3,1,-0.8,-1,-3,-1,6,-3,-9
COc1ccc([C@@H]2CC=C(C(=O)O)[C@H](c3ccc(F)cc3)N2S(=O)(=O)c2ccc(Cl)cc2)cc1,-12,17,12,3.7,-12,·,8,-6,1,-9
CC1(C)CC(=O)c2ccc(O)cc2O1,-6,7,16,0.2,-16,2,1,-4,0,-5
CCCn1c(SCC(=O)NNC(=O)c2ccccc2)nnc1-c1cccnc1,-3,-7,·,-1.0,·,-3,0,-3,-4,5
Cc1cccc(-c2nc(C#N)c(NCc3ccco3)o2)c1,3,3,15,-0.3,-15,17,-1,7,-4,-11
O=C(C1CCCCC1)N1CCCc2ccccc21,-6,-10,-1,-5.0,1,-1,-1,3,-4,-25
COC(=O)c1ccc2[nH]c(C)cc(=O)c2c1,-11,-6,17,1.2,-17,-1,-1,0,-2,-4
Cc1ccc(Nc2nnc(SCC(=O)Nc3cc(C(=O)O)ccc3C)s2)c(C)c1,-14,-12,·,-0.6,·,-1,0,-11,4,-4
Cc1nnc(SCC(=O)NC2CCCCCC2)n1C,0,-6,3,0.0,-3,-3,0,-2,1,-2
Cc1ccc(-c2nnn(CC(=O)Nc3ccc4nn(-c5ccccc5)nc4c3)n2)o1,-3,13,-29,-1.4,29,-3,-1,4,2,-1
COc1cc(S(=O)(=O)NCc2ccncc2)c(OC)cc1Br,0,-13,21,-3.4,-21,-2,-1,5,-1,-15
CC1CCCCN1C(=O)CSc1nc2ccccc2[nH]1 (centres undefined),5,29,16,1.6,-16,2,-3,-8,0,?
C[C@H]1CN=C(N(C)C)N1CC1CCCC1,-18,28,31,0.8,-31,·,0,4,-3,7
CC1CCN(C(=O)COc2ccc(S(=O)(=O)N3CCCC3)cc2)CC1,-32,16,·,0.2,·,4,-2,2,-2,-12
Cn1c(=O)n(C)c2cc(/C=C3/SC(=O)N(CC(=O)N4CCOCC4)C3=O)ccc21,-5,-14,11,-0.2,-11,0,-1,3,0,-10
CN(C)S(=O)(=O)c1ccc(N2CCCC2)c(C(=O)N2CCN(S(=O)(=O)c3cccc(F)c3)CC2)c1,-6,1,-20,-1.3,20,-1,-1,-5,-2,-4
# (further entries)
SMILES,RTF Ca sens inh,Arrestin-AP2 inh,SR-BI DiI-HDL act,C-LANA FP,SR-BI HDL uptake,NSD2 inh,DAGLB inh,PKA-R2B act,Keap1-Nrf2 PPI,PvdQ inh
CCCS(=O)(=O)N1CCCC(c2nc(-c3ccc(OC)cc3)no2)C1 (centres undefined),-7,-6,-9,-0.7,9,5,-4,-6,2,-10
Cc1c(CNC(=O)c2c([N+](=O)[O-])cnn2C)cnn1C,-1,-55,-2,-0.7,2,0,1,-2,-2,3
Cc1ccc(OCC(=O)Nc2ccc(N3CCN(C(=O)c4ccc(C)cc4)CC3)cc2)cc1,-1,-2,-50,0.9,50,-3,-3,3,6,-12
Nc1nc2c(s1)CC(c1ccccc1)CC2 (centres undefined),-4,-2,14,0.3,-14,5,-1,-15,-3,-11
CCOc1ccc(CCNC(=O)COC(=O)c2sccc2C)cc1OCC,-9,-6,0,·,0,·,0,-11,·,-9
N#CC1(NC(=O)COc2ccc3ccc(=O)oc3c2)CCCCC1,-11,30,8,-0.1,-8,-2,1,-2,2,-4
Cc1c(CN2CCC(n3nccc3NC(=O)CCc3ccccc3)CC2)cnn1C,-6,30,34,-0.8,-34,3,-3,0,2,0
COc1ccccc1N1CCN(C2CC(=O)N(c3cccc(Br)c3)C2=O)CC1 (centres undefined),2,2,-27,0.5,27,3,-4,3,-5,-16
C=CCn1c(SCC(=O)Nc2ccc(N3CCOCC3)cc2)nc2ccccc2c1=O,-2,-5,3,1.3,-3,13,0,-9,4,-11
COc1ccc(/C=C/C(=O)OCC(=O)N2CCN(S(=O)(=O)c3ccc(C)cc3C)CC2)cc1OC,-4,-7,-72,0.0,72*,-1,-1,-2,-3,-9
Cc1onc(-c2c(F)cccc2Cl)c1C(=O)OCN1C(=O)c2ccccc2C1=O,-3,5,17,2.6,-17,-1,-7,-5,3,-7
Cn1c(=O)c(=O)n(C)c2cc(S(=O)(=O)N3CCN(c4ccc(F)cc4)CC3)ccc21,6,3,-6,-0.9,6,-3,-4,-3,1,-19
CCN(C(=O)CN1CCCCC1)c1c(N)n(Cc2ccccc2)c(=O)[nH]c1=O,9,43,-24,-1.4,24,-3,-1,-4,-6,-1

# Assay outcomes as filed in PubChem.
